Lipid droplet: hepatic lipid droplet formation modulation; AML12 mouse hepatocytes, oleate lipid droplets, BODIPY imaging; inhibition, % at 6.5 µM; 240,000 compounds, 0.4% hits; AID 1656;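 active means lipid droplet intensity inhibited by at least 50%, with more than 500 cells counted; inconclusive means wells with under 300 cells, treated as cytotoxic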
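Assay system: AML12 mouse liver cells | Compound dosing: One dose, 6.5 µM compound | Read-out basis: Droplet intensity reduction, % inhibition | Measured by: Fluorescence imaging, 20x objective, two fields per well | Schedule: Overnight treatment with compound plus oleate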
Siah-1 displacement: blockers of Siah-1 interaction with plectin peptide – biochemical, fluorescence polarization, rhodamine-plectin, uHTS, primary screen (AID 1817) | Siah-1 / rhodamine-plectin peptide fluorescence polarization; higher % means a stronger effect | one-dose displacement, % at 20 µM; IC50 in µM for titrated hits | 290,000 compounds, 0.02% hits;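 active means displacement of at least 50% at 20 µM, with a fluorescence ratio check between 0.3 and a set limit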;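 further: plate controls were Siah plus tracer with DMSO for no effect and tracer alone without Siah for full effect; strong numbers were not always called active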
PMI inhibitors: MPI enzyme activity inhibition – biochemical, fluorescence intensity, coupled assay, primary screen (AID 1209) | purified PMI enzyme, coupled fluorescence intensity; higher % means a stronger effect | 190,000 compounds, 0.42% hits | one-dose inhibition, % at 20 µM; IC50 in µM for titrated hits;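 further: plate controls were DMSO vehicle for no effect and wells lacking substrate for full effect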
P. falciparum M1AAP: P. falciparum M1AAP inhibitors, biochemical, fluorogenic H-Leu-NHMec substrate, 1536-well (AID 1445). recombinant M1AAP, H-Leu-NHMec fluorogenic kinetic assay; higher % means a stronger effect. one-dose inhibition, % at 30 µM; IC50 in µM for titrated hits. 220,000 compounds, 0.42% hits;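 active means primary inhibition above the hit cutoff, then over 50% inhibition at one or more dose response concentrations, cut at about 23% in these data, passing the limit was not always enough; inconclusive means conflicting primary data, or primary hits not chosen for dose response; inactive means low primary inhibition, or under 50% at every dose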;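 further: plate controls were DMSO full reaction for no effect and no enzyme background for full effect; strong numbers were not always called active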
PMI inhibition: human PMI inhibitors, high substrate, primary screen, biochemical, fluorescence intensity, high mannose 6-phosphate (AID 1220); recombinant PMI enzyme, coupled fluorescence intensity; higher % means a stronger effect; one-dose inhibition, % at 20 µM; IC50 in µM for titrated hits; 190,000 compounds, 0.66% hits
TNAP activation fold: stimulation of alkaline phosphatase TNAP activity – biochemical, luminescent, no phosphate acceptor, uHTS, primary screen (AID 1001); purified TNAP, luminescent activation assay, no phosphate acceptor; higher activation fold means a stronger effect; 200,000 compounds, 0.03% hits; one-dose activation fold at 20 µM; EC50 in µM for titrated hits; in the data active means activation fold from about 3, or a potency from the dose series; inactive means the rest, 99 in 100 with activation fold below about 1.6; further: many of its hits are not listed in these tables
K1F lysis inhibition: protection from phage-mediated lysis, alamar blue read-out – E. coli UTI89, K1F phage, bacterial capsule biogenesis inhibitors (AID 488966); E. coli UTI89 K1F phage lysis, alamar blue, 2 h; higher % means a stronger effect; inhibition, % at 100 µM, or IC50 in µM where a hit was titrated; 340,000 compounds, 0.02% hits;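 active means phage lysis inhibition, versus mean bacterial control, above a set limit; inconclusive means no clear call, values can overlap the other calls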;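 further: capsule biogenesis inhibitors block K1F phage lysis so surviving cells raise fluorescence; higher fluorescence means more inhibition of phage lysis; actives were called in the ten point dose series up to 300 µM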
M17LAP inhibition: P. falciparum M17LAP inhibitors, primary screen, biochemical, fluorogenic H-Leu-NHMec substrate, 1536-well (AID 1619) | recombinant M17LAP, H-Leu-NHMec fluorogenic kinetic assay; higher % means a stronger effect | one-dose inhibition, % at 30 µM; IC50 in µM for titrated hits | 220,000 compounds, 0.38% hits;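 active means compound inhibiting the enzyme by more than half at any dose during confirmatory dose-response retesting; inconclusive means strong single-dose inhibitors picked by rank but not retested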;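 further: plate controls were full reaction with DMSO carrier for no effect and no enzyme background for full effect; strong numbers were not always called active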
XIAP displacement: small molecules displacing peptide from XIAP – biochemical, IAP family, fluorescence polarization (AID 1018); XIAP BIR domain, fluorescence polarization peptide displacement; higher % means a stronger effect; displacement, % at 20 µM; hits with a dose series show IC50 in µM; 200,000 compounds, 0.007% hits; in the data active means displacement above about 50%; further: a part of the inactive calls stands beside numbers as strong as those of hits
Lipid droplet cells 6.5 µM: further read-out of Lipid droplet, marked with its call; cell count; measured here: cell count, cytotoxicity flag;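 cells counted across two imaged fields per well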
* marks the source's active call; other numbers are inactive results; ? = inconclusive; . = not tested or not shown; [ ] = remark or other dose. Unless noted, no stated cut-off is given here; in the data, active means inhibition above about 50%; inactive means the rest.

Each structure is followed by: Lipid droplet, Lipid droplet cells 6.5 µM, Siah-1 displacement, PMI inhibitors, P. falciparum M1AAP, PMI inhibition, TNAP activation fold, K1F lysis inhibition, M17LAP inhibition, XIAP displacement
> O=C(c1ccco1)N1CCN(c2ncnc3scc(-c4cccs4)c23)CC1
    -5, 659, 11%, 12%, 3%, 7%, 1.1, -1.3%, -4%, -3.0%
> CCOc1ccc(NC(=S)NCCCN2CCOCC2)cc1
    -8, 770, -6%, 6%, -1%, 4%, 1, -0.7%, 1%, -4.0%
> CCCNC(=O)N[C@@H](Cc1ccccc1)C(=O)OC
    18, 756, 2%, 3%, 2%, 4%, 1.1, 1.0%, 5%, -1.2%
> NC(=O)c1cccnc1Nc1ccccc1Cl
    -22, 693, 0%, -7%, 1%, -4%, 1.1, 0.3%, 2%, -1.8%
> CC(C)(C)OC(=O)N1CCCC1C(=O)N1CCCC1C(=O)N1CCCC1C(=O)O (stereo not given)
    1, 741, 0%, 8%, 2%, 4%, 1.1, 0.3%, -1%, -8.9%
> COCc1cc(C)nc(N/N=C/c2ccc(-c3ccc(Cl)cc3[N+](=O)[O-])o2)c1C#N
    2, 665, -4%, 12%, 11%, 56%*, 1.1, -0.1%, -8%, -7.7%
> C/C(=N\NC(=O)c1c(Br)c(C)nn1C)c1cccc(NC(=O)c2ccccc2C)c1
    2, 681, 8%, -4%, 5%, -6%, 1.2, 1.6%[50 µM], 9%, -1.9%
> CSc1n[nH]c(=S)n1N
    6, 616, -7%, ., 1%, ., ., 0.2%, 4%, .
> O=C(CCCn1c(=O)[nH]c2ccsc2c1=O)Nc1ccc(F)cc1
    7, 683, 3%, 12%, -2%, 3%, 1.1, 0.4%, -5%, -13%
> Cc1ccc(C2C(C#N)=C(N)Oc3c2c(=O)n(C)c(=O)n3C)cc1 (stereo not given)
    ., ., 3%, -19%, 5%, -25%, 1, -0.2%, 1%, -0.8%
> O=C(/C=C/NNC(=O)c1cccc(Br)c1)c1ccccc1
    -7, 772, -1%, -8%, 5%, -20%, 0.9, -0.2%, -3%, 1.8%
> CN(CC(=O)Nc1ccc(N2CCOCC2)cc1)C(=O)COc1ccccc1F
    4, 716, 12%, ., 1%, ., ., 0.2%, 7%, .
> O=C(NCc1ccco1)c1cnn2c(C(F)(F)F)cc(-c3ccccc3)nc12
    7, 662, 0%, 5%, 10%, -1%, 1, 3.6%, -5%, -5.3%
> COc1ccc(NC(=S)NNC(=O)COc2ccc(Cl)cc2Cl)cc1
    20, 688, -4%, 15%, -5%, 8%, 1.6, 3.6%, 9%, -2.1%
> Cc1cccc(NC(=O)CCc2ccccc2)c1
    2, 704, -4%, -12%, 3%, 0%, 1, 0.1%, 10%, -16%
> Cc1ccc(/C=C/C2=NN(Cc3ccc(Cl)c(Cl)c3)C(=O)CC2)cc1
    3, 829, -4%, 11%, 4%, 6%, 1, -0.2%, 6%, -3.7%
> O=C(NCCNC(=O)c1ccc(Br)o1)c1ccc(Br)o1
    ., ., 0%, 0%, -2%, -3%, 1.1, -4.8%, 1%, -5.4%
> C=CCNC(=O)NC(=O)COn1nnc2ccc(S(=O)(=O)N(C)C)cc21
    -8, 597, 12%, 10%, -3%, 3%, 1.1, 3.4%, 3%, -11%
> COC(=O)c1oc2ccc(Br)cc2c1NC(C)=O
    4, 686, -3%, 6%, 1%, 5%, 1.2, 4.0%, 10%, -3.7%
> O=C(/C=C/c1ccc(OCc2ccccc2)c(OCc2ccccc2)c1)c1cccnc1
    -17, 672, -3%, 2%, -1%, 0%, 1.2, 3.4%, -1%, -5.6%
> COc1cc(C2NC(=O)NC(O)(C(F)(F)F)C2C(=O)c2cccs2)ccc1O (stereo not given)
    -2, 753, -3%, 8%, 6%, 3%, 1.1, -0.1%, 7%, -2.8%
> O=C(NCCc1ccc(Cl)cc1)c1cccs1
    0, 720, -2%, -5%, -6%, -4%, 1.1, 0.3%, -1%, 3.2%
> CCn1cc(C(=O)NCCCN2CCC(C)CC2)c(=O)c2cc(S(=O)(=O)N3CCCC3)ccc21
    8, 685, 5%, 3%, -1%, 1%, 1.1, -0.2%, 11%, -6.3%
> COc1ccccc1NC(=O)C1=C(C)Nc2nc(-c3ccc(N(C)C)cc3)nn2C1c1ccncc1 (stereo not given)
    ., ., 3%, 5%, 10%, 1%, 1, 0.0%, -1%, -4.2%
> O=C1C2CC=C(Cl)CC2C(=O)N1CCC[n+]1ccccc1 (stereo not given)
    ., ., 2%, 0%, 0%, -6%, 1.1, 0.8%, -4%, -6.1%
> CC1CN(C(=O)COC(=O)c2ccc(NC(=O)CC#N)cc2)CC(C)O1 (stereo not given)
    12, 599, 4%, -9%, 5%, -9%, 1.1, -0.3%, 19%, -4.3%
> CSc1ccc(NC(=O)/C=C/C(=O)O)cc1
    19, 760, -3%, ., 4%, ., ., -0.8%, 22%, .
> COc1ccc(C(=O)Nc2ccccc2C(=O)O)cc1NC(=O)C(c1ccccc1)c1ccccc1
    -7, 742, 15%, ., ?, ., ., 0.1%, 40%, .
> CC(C)[C@H](NC(=O)c1ccc(Cl)c([N+](=O)[O-])c1)C(=O)NCc1ccc(Cl)cc1Cl
    -1, 597, 0%, 6%, -3%, 5%, 1, 1.6%, -15%, -3.9%
> O=C(O)COc1ccc(Br)cc1CP(=O)(c1ccccc1)c1ccccc1
    0, 665, -2%, ., 49µM*, ., ., 0.3%, 30%, .
> COCCNC(=S)N1CCCC(CO)C1 (stereo not given)
    -7, 543, -8%, 5%, 0%, 5%, 1.1, 0.4%, 5%, -2.9%
> CCC(=O)NC(=S)Nc1ccc(NC(=O)c2ccccc2[N+](=O)[O-])cc1
    2, 680, 6%, 4%, 12%, -6%, 1.1, -0.1%, 5%, -2.3%
> CN(CCOc1ccccc1)c1ccc(S(=O)(=O)N2CCCCC2)cn1
    ., ., -1%, 17%, 5%, 8%, 1.1, 1.8%, -4%, -6.1%
> Cc1ccccc1CSCCNC(=O)Nc1ccccc1
    -26, 658, 4%, 2%, 7%, -4%, 1.1, -0.2%, 10%, 0.5%
> O=C(O)C1CCC(N2C(=O)C3C4CCC(C4)C3C2=O)CC1 (stereo not given)
    13, 702, 7%, 10%, -2%, 8%, 1.1, 2.5%, -12%, -6.9%
> CCOC(=O)N1CCC(NC(=O)c2cnn3c(C(F)(F)F)cc(-c4cccc(OC)c4)nc23)CC1
    ., ., 3%, 7%, ., 15%, 1, ., ., -3.5%
> Cn1c(=O)c2c(ncn2C)n(C)c1=O
    0, 702, 1%, ., 9%, ., ., 2.2%, 1%, .
> Cn1c(Sc2ccc(C(=O)O)cc2[N+](=O)[O-])nnc1-c1ccccc1
    -2, 682, 1%, -6%, 5%, -7%, 1.1, 1.6%, 9%, -0.7%
> Cc1cc(N2CCN(C)CC2)nc(=S)[nH]1
    17, 682, 0%, 0%, 5%, 0%, 1.1, -0.8%, 2%, -2.2%
> COC(=O)c1ccc(C2/C(=C(\O)c3ccc4c(c3)OCCO4)C(=O)C(=O)N2CCCN(C)C)cc1 (stereo not given)
    ., ., 4%, 3%, 2%, 3%, 1.1, 0.7%, 13%, -6.5%
> Nc1nn(-c2ccccc2Cl)cc1-c1nn[nH]n1
    27, 787, -4%, ., 4%, ., ., -0.5%, 4%, .
> Cc1cc(C)n(-c2c(F)c(F)c(CN3CCOCC3)c(F)c2F)n1
    ., ., 7%, 12%, 3%, 18%, 1.2, 1.7%, -8%, -1.3%
> Cc1nccnc1Sc1ccccc1
    9, 636, 7%, ., 2%, ., ., 1.2%, 10%, .
> CNC1=C(N(C(C)=O)c2ccc(Br)cc2)C(=O)c2ccccc2C1=O
    -39, 552, 1%, 41%, 9%, ., 0.9, 0.9%, 25%, -0.9%
> N=c1n(CCO)c2ccccc2n1CCN1CCCCC1
    -1, 668, -3%, -1%, 11%, -2%, 1.1, 0.1%, 3%, -1.2%
> COC(=O)c1ccccc1NC(=O)c1cncc(Br)c1
    ., ., 4%, 9%, 4%, 9%, 1.1, -0.7%, 11%, -12%
> COc1cccc(S(=O)(=O)Nc2cccnc2)c1
    8, 693, 5%, 6%, 4%, 3%, 0.9, 1.8%, -1%, -3.3%
> COc1ccc(/C=C(/NC(=O)c2ccccc2)C(=O)N/N=C/c2ccncc2)cc1
    2, 669, -4%, 18%, 6%, 2%, 1.1, 0.1%, 30%, -3.7%
> O=C(O)CCC(=O)N1CCc2cc(S(=O)(=O)NC3CCCc4ccccc43)ccc21 (stereo not given)
    ., ., -2%, 2%, 3%, 2%, 1.1, -0.8%, 9%, -2.1%
> COc1ccccc1CC(=O)NCc1nn(-c2ccccc2)nc1C
    -5, 723, 3%, ., -1%, ., ., -2.0%, -4%, .
> O=C(OCc1nc2ccccc2s1)c1ccc(Br)s1
    ., ., -2%, 16%, 6%, 12%, 1.1, 1.3%, -1%, -5.0%
> CC(=O)NC1=NN(C(C)=O)C(C)(c2ccccn2)S1 (stereo not given)
    6, 673, 10%, -5%, ., -11%, 1.1, -0.7%, ., -8.3%
> O=C(CCc1nc2ccccc2c(=O)[nH]1)Nc1ccc(Cl)c(Cl)c1
    7, 608, 8%, -9%, 9%, -4%, 1.1, 6.2%, 20%, -2.2%
> COc1ccc(C(=O)Nc2ccccc2C(=O)NC(Cc2ccc(O)cc2)C(=O)NNC(=O)c2ccccc2Cl)cc1 (stereo not given)
    -8, 607, 4%, 23%, -4%, 14%, 2, 1.3%[50 µM], 2%, -8.7%
> Clc1ccc(C2=CSC3=NCCN23)cc1Cl
    ., ., -4%, -5%, 13%, 1%, 1.1, -1.3%, 8%, -7.9%
> CN(CCC#N)S(=O)(=O)c1ccc2c(c1)c(=O)n(C)c(=O)n2C
    -2, 732, 4%, 4%, 0%, 0%, 1.1, 0.6%, -1%, -0.6%
> NC(=O)c1nc(-c2ccco2)nc2c1[nH]c(=O)n2-c1ccc(Cl)c(Cl)c1
    -6, 711, -4%, ., 13%, ., ., 0.2%, 2%, .
> CC1=NNC(=O)C1CC(=O)N/N=C/c1cccs1 (stereo not given)
    6, 670, 5%, ., 1%, ., ., -1.8%, 6%, .
> O=C(NCc1ccco1)C(c1cccnc1)N(C(=O)Cn1nnc2ccccc21)c1ccc(F)cc1 (stereo not given)
    ., ., 5%, -8%, 8%, -5%, 1.2, -0.2%, 16%, -5.9%
> N#Cc1ccc(CSc2ncnc3c2cnn3Cc2ccccc2)cc1
    ., ., 10%, 1%, -4%, 4%, 1, -0.4%, 4%, -5.8%
> CC(=O)c1cccc(NC2c3ncccc3C(=O)N2Cc2ccco2)c1 (stereo not given)
    ., ., 2%, 5%, 2%, 4%, 1, 7.3%, 15%, -0.9%

Source: PubChem BioAssay (several laboratories)
